High-throughput results (PubChem)
TDP1 block = qHTS Assay for Inhibitors of Tyrosyl-DNA Phosphodiesterase (TDP1); 350,000 tested, 0.28% active; Potency, µM (series often up to 130 µM), without a hit: at the top dose activity change, negative = inhibition, hits mostly inhibitors; Tyrosyl-DNA phosphodiesterase 1 (Homo sapiens), Q9NUW8; recombinant TDP1, AlphaScreen DNA substrate cleavage; AID 485290, 2010; note: nearly all actives have a fitted effect of over 40% in size
Target sequence (Q9NUW8 whole entry, looked up): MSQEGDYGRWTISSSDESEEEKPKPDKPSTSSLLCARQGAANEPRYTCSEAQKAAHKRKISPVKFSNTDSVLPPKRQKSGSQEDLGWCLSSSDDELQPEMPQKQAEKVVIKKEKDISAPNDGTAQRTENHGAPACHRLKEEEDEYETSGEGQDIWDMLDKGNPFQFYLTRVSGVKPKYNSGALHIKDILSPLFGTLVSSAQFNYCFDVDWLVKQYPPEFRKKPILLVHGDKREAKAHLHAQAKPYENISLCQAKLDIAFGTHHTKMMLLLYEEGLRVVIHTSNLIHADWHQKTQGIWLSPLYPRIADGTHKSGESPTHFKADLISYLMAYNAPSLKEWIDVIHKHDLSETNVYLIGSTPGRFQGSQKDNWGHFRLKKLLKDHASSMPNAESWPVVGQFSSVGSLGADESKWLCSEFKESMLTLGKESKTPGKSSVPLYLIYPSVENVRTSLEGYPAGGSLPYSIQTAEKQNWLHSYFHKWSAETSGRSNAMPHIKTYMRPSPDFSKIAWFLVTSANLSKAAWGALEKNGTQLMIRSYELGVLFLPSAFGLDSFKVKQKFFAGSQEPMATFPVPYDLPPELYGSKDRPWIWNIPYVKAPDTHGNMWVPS
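Here, a 5' biotin and 3' phosphotyrosine-FITC DNA oligonucleotide reports Tdp1 activity: intact substrate bridges AlphaScreen beads, while cleavage leaves a 3' phosphate and drops signal. All incubations at room temperature.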
DT40 TDP1 no CPT = qHTS for Inhibitors of human tyrosyl-DNA phosphodiesterase 1 (TDP1): qHTS in cells in absence of CPT; DT40 Tdp1-/- hTDP1 cells, no CPT, ATP luminescence, 48 h; Potency, µM (highest dose often 46.2 µM), without a hit: at the top dose activity change, negative = growth inhibition, most hits filed as inhibitors; 420,000 tested, 15% active; AID 686978, 2013; note: nearly all actives have a fitted effect of over 55% in size
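Seeded 400 DT40-hTDP1 cells/well (vehicle DMSO, no 20 nM CPT); pinned compounds; ≥48 hr at 37 °C; CellTiter-Glo luminescence as viability measure.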
DT40 TDP1 CPT = qHTS for Inhibitors of human tyrosyl-DNA phosphodiesterase 1 (TDP1): qHTS in cells in presence of CPT | AID 686979, 2013 | 420,000 tested, 12% active | chicken DT40 Tdp1-/-;hTDP1 cells + 20 nM CPT, ATP luminescence, 48 h | Potency, µM (highest dose often 46.2 µM), for the others: at the highest dose activity change, negative = growth inhibition, actives largely listed as inhibitors; note: nearly all actives have a fitted effect of over 55% in size
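Chicken DT40 Tdp1-/- cells stably complemented with human TDP1 were seeded at 400 cells/well in medium containing 20 nM camptothecin, exposed to pin-transferred compounds, and grown at 37 °C for at least 48 hr. Viability was read as ATP luminescence.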
An asterisk follows results filed as active; [ ] = another dose, or the depositor's remark. Calls come from the whole dose curve; as a rule, active = well fitted curve in the direction sought with a large enough effect; inconclusive = small, poorly fitted or top-dose-only effect, or another doubt; inactive = no such curve, though single readings can be large; an effect the other way counts as inactive or inconclusive. % is set by controls: 0 for no effect and ±100 for the full control effect; potency is the fitted concentration of half-maximal effect.

Start of the data: the first two entries, to show the layout:
Screening O=C(N/N=C/c1ccc(F)cc1)c1ccc(Br)cc1 returned DT40 TDP1 no CPT -25% and DT40 TDP1 CPT -9%.
`CCOC(=O)/C=c1\s/c(=C\c2ccccc2C)c(=O)n1CC(=O)NCc1ccc2c(c1)OCO2` gave TDP1 block 2%, DT40 TDP1 no CPT inconclusive and DT40 TDP1 CPT inconclusive.

The list itself (from the top)
Screening O=C(N/N=C/c1ccc(F)cc1)c1ccc(Br)cc1 returned DT40 TDP1 no CPT -25% and DT40 TDP1 CPT -9%.
`CCOC(=O)/C=c1\s/c(=C\c2ccccc2C)c(=O)n1CC(=O)NCc1ccc2c(c1)OCO2` gave TDP1 block 2%, DT40 TDP1 no CPT inconclusive and DT40 TDP1 CPT inconclusive.
COc1ccc(CC(=O)Nc2cccnc2)cc1 was read as TDP1 block 4%, DT40 TDP1 no CPT 0% and DT40 TDP1 CPT 0%.
O=C(N/C=N/OCc1ccc(Cl)cc1Cl)NOCc1ncc(C(F)(F)F)cc1Cl was read as TDP1 block 2%, DT40 TDP1 no CPT 15µM* and DT40 TDP1 CPT inconclusive.
Screening Cc1cn2c(=O)cc(COc3ccc(C(C)(C)C)cc3)nc2s1 returned TDP1 block 6%, DT40 TDP1 no CPT -19% and DT40 TDP1 CPT -27%.
Screening OC(COc1ccc(OCC(O)CN2CCCCCC2)cc1)CN1CCCCCC1 (stereo not drawn) returned TDP1 block 1%, DT40 TDP1 no CPT inconclusive and DT40 TDP1 CPT -20%.
`COC(=O)Cn1c(-c2ccc(OC)cc2)c(-c2ccc(OC)cc2)nnc1=O` gave DT40 TDP1 no CPT 16% and DT40 TDP1 CPT 11%.
For O=C(NCc1cccnc1)C(=O)NCC1OCCN1S(=O)(=O)c1cc(F)ccc1F (stereo not drawn) the results were TDP1 block -4%, DT40 TDP1 no CPT -12% and DT40 TDP1 CPT 13%.
Screening CC(OC(=O)c1ccc(F)cc1)C(=O)Nc1nc(-c2cccc([N+](=O)[O-])c2)cs1 (stereo not drawn) returned TDP1 block 2%, DT40 TDP1 no CPT inconclusive and DT40 TDP1 CPT inconclusive.
`CCCn1nnc(NC(=O)COc2ccccc2Cl)n1` gave TDP1 block 1%, DT40 TDP1 no CPT -3% and DT40 TDP1 CPT 1%.
Screening Nc1c(-c2ccc(C(F)(F)F)cc2)nc2ncccn12 returned DT40 TDP1 no CPT inconclusive and DT40 TDP1 CPT -26%.
CC(C)(C)c1ccc(-n2ncc3c2CCCC3NC(=O)CN2CCCC2=O)cc1 (stereo not drawn) was read as TDP1 block 3%[56.1 µM], DT40 TDP1 no CPT 16µM* and DT40 TDP1 CPT 18µM*.

Reprinted from the listing, 4 compounds:
Screening O=C(N/N=C/c1ccc(F)cc1)c1ccc(Br)cc1 returned DT40 TDP1 no CPT -25% and DT40 TDP1 CPT -9%.
`CCOC(=O)/C=c1\s/c(=C\c2ccccc2C)c(=O)n1CC(=O)NCc1ccc2c(c1)OCO2` gave TDP1 block 2%, DT40 TDP1 no CPT inconclusive and DT40 TDP1 CPT inconclusive.
COc1ccc(CC(=O)Nc2cccnc2)cc1 was read as TDP1 block 4%, DT40 TDP1 no CPT 0% and DT40 TDP1 CPT 0%.
O=C(N/C=N/OCc1ccc(Cl)cc1Cl)NOCc1ncc(C(F)(F)F)cc1Cl was read as TDP1 block 2%, DT40 TDP1 no CPT 15µM* and DT40 TDP1 CPT inconclusive.

Following part
For O=C1NC(c2ccc(Br)cc2)=N/C1=C/c1ccco1 the results were TDP1 block inconclusive, DT40 TDP1 no CPT inconclusive and DT40 TDP1 CPT 7.3µM*.
`CN(C)c1ccnc2sc3c(=O)n(-c4ccccc4)cnc3c12` gave TDP1 block 0%, DT40 TDP1 no CPT -25% and DT40 TDP1 CPT inconclusive.
Cc1cc(C)c2c3c(sc2n1)C(=O)N(c1ccccc1)CC(=O)N3 was read as TDP1 block 2%, DT40 TDP1 no CPT -15% and DT40 TDP1 CPT 8%.
Screening Cc1cc(C)cc(NC(=O)CSc2nnc(COc3ccccc3Cl)o2)c1 returned DT40 TDP1 no CPT -27% and DT40 TDP1 CPT 0%.
Screening Cc1ccc(C(C)C)c(OCCCn2ccnc2C)c1 returned DT40 TDP1 no CPT 29µM* and DT40 TDP1 CPT 16µM*.
`O=C(CNC(=O)c1ccc(Br)cc1)Nc1ccc2c(c1)CCC2` gave TDP1 block -2%, DT40 TDP1 no CPT 5% and DT40 TDP1 CPT -20%.
COC(=O)C(C)Sc1ncnc2c1c(-c1ccccc1)cn2-c1ccc(F)cc1 (stereo not drawn) was read as TDP1 block 12%, DT40 TDP1 no CPT 16µM* and DT40 TDP1 CPT 4.1µM*.
O=C(N/N=C\c1c[nH]c2ccccc12)c1ccc(O)cc1 was read as DT40 TDP1 no CPT -13% and DT40 TDP1 CPT 5%.
For CC(C)c1ccc(NC(=O)c2cccc(NC3=NC4CS(=O)(=O)CC4S3)c2)cc1 (stereo not drawn) the results were DT40 TDP1 no CPT 2% and DT40 TDP1 CPT 7%.
Screening CCN(c1ccc(C)cc1C)S(=O)(=O)c1nnc(NC(=O)c2ccco2)s1 returned TDP1 block 5%, DT40 TDP1 no CPT -25% and DT40 TDP1 CPT -44%.
For CS(=O)(=O)N1CCN(C(=O)c2csc3ccccc23)CC1 the results were TDP1 block 5%, DT40 TDP1 no CPT -8% and DT40 TDP1 CPT -9%.
`C/C(N)=C(/C#N)C(=O)CSc1nc2scc(-c3ccccc3)c2c(=O)n1C` gave TDP1 block 6%, DT40 TDP1 no CPT inconclusive and DT40 TDP1 CPT inconclusive.
For CCOC(=O)c1cc(-c2ccc(N3CCOCC3)cc2)nn1-c1ccccc1 the results were TDP1 block -2%, DT40 TDP1 no CPT 12µM* and DT40 TDP1 CPT 21µM*.
Screening O=C(c1ccc(Br)cc1)N1CCCC(c2nc(-c3cccs3)no2)C1 (stereo not drawn) returned TDP1 block 4%, DT40 TDP1 no CPT inconclusive and DT40 TDP1 CPT inconclusive.
For COc1ccc2c(c1)n([O-])c1c([n+]2=O)CCC1 the results were DT40 TDP1 no CPT 17% and DT40 TDP1 CPT -23%.
For O=C1OC(c2ccc(Cl)cc2)=C/C1=C/c1cccnc1 the results were DT40 TDP1 no CPT -13% and DT40 TDP1 CPT 12%.
COc1ccc(CC(N)c2csc(Nc3ccccn3)n2)cc1 (stereo not drawn) was read as DT40 TDP1 no CPT 26µM* and DT40 TDP1 CPT 23µM*.
For CCN(CC)CCNC(=O)c1cccc(NC(=O)C(=O)c2cc(Br)ccc2NC(C)=O)c1 the results were TDP1 block 3%, DT40 TDP1 no CPT 5% and DT40 TDP1 CPT -2%.
COc1ccc(Cl)cc1NC(=O)c1cc2c(s1)-c1ccccc1OC2 was read as TDP1 block 5%, DT40 TDP1 no CPT inconclusive and DT40 TDP1 CPT inconclusive.
Screening COc1ccc(CCn2c(N)c(C#N)c3nc4ccccc4nc32)cc1OC returned TDP1 block 4%, DT40 TDP1 no CPT 13µM* and DT40 TDP1 CPT 21µM*.
For C=CCc1c(C)nc(-c2ccccc2)nc1Nc1ccc(O)cc1 the results were TDP1 block 0%, DT40 TDP1 no CPT 15µM* and DT40 TDP1 CPT inconclusive.
COc1ccc(OCCn2c(C3CC(=O)N(c4ccc(F)cc4)C3)nc3ccccc32)cc1 (stereo not drawn) was read as TDP1 block 0%, DT40 TDP1 no CPT 18µM* and DT40 TDP1 CPT 16µM*.
Screening CN1CCN(S(=O)(=O)c2cccc(C(=O)Nc3sc4c(c3C(N)=O)CCCC4)c2)CC1 returned TDP1 block 2%, DT40 TDP1 no CPT inconclusive and DT40 TDP1 CPT inconclusive.
CCCS(=O)(=O)N1CCN(C(=O)c2cccc(OC)c2)CC1 was read as TDP1 block -5%, DT40 TDP1 no CPT -20% and DT40 TDP1 CPT 7%.
Screening CN(c1ccccc1)S(=O)(=O)c1ccccc1Br returned TDP1 block -8%, DT40 TDP1 no CPT inconclusive and DT40 TDP1 CPT inconclusive.
CC12CCCc3c(O)cc(=O)n(c31)-c1ccccc12 (stereo not drawn) was read as TDP1 block -1%, DT40 TDP1 no CPT -15% and DT40 TDP1 CPT -17%.
Cc1ccc(NC(=O)CCN2CCc3ccccc3C2)cc1 was read as TDP1 block 0%, DT40 TDP1 no CPT inconclusive and DT40 TDP1 CPT -12%.
`CCN(CC)c1ccc(/C=N/NC(=O)OC(C)(C)C)cc1` gave TDP1 block 4%, DT40 TDP1 no CPT -15% and DT40 TDP1 CPT 4%.
For CCC(=O)N1CCc2cc(S(=O)(=O)CCC(=O)NCCc3ccc(OC)c(OC)c3)ccc21 the results were TDP1 block 1%, DT40 TDP1 no CPT 4% and DT40 TDP1 CPT 2%.
Screening C=CCN1c2ccccc2[C@]23C[C@@H](C(=O)OC)N(C(=O)CC(C)C)C2=NC(C(=O)OC)=C(C(=O)OC)[C@H]13 returned TDP1 block 11%[12.3 µM], DT40 TDP1 no CPT inconclusive and DT40 TDP1 CPT inconclusive.
`O=C(COC(=O)c1cc(=O)[nH]c2ccccc12)Nc1cccc(S(=O)(=O)N2CCOCC2)c1` gave DT40 TDP1 no CPT 15% and DT40 TDP1 CPT -1%.
For CCCNC(=S)NC1CC2CCCC(C1)N2Cc1ccccc1OC (stereo not drawn) the results were DT40 TDP1 no CPT -25% and DT40 TDP1 CPT -14%.
`CCOc1ccc(Nc2ncnc3scc(-c4ccc(OC)cc4)c23)cc1` gave TDP1 block -6%, DT40 TDP1 no CPT 18µM* and DT40 TDP1 CPT inconclusive.
`COc1cc(OC)cc(C(=O)N[C@H](C(=O)NCc2ccccc2)C(C)C)c1` gave DT40 TDP1 no CPT inconclusive and DT40 TDP1 CPT -25%.
`O=c1ccn(-c2cccc(C(F)(F)F)c2)nc1-c1ccn(-c2ccccc2)n1` gave TDP1 block 9%, DT40 TDP1 no CPT inconclusive and DT40 TDP1 CPT inconclusive.
`COc1cccc(CNC(=O)CCC2CCCN(C(=O)CCn3cncn3)C2)c1` (stereo not drawn) gave TDP1 block -3%, DT40 TDP1 no CPT 4% and DT40 TDP1 CPT 0%.
Screening O=C(NCC1CCCO1)C(c1ccc(F)cc1)N(Cc1ccc2c(c1)OCO2)C(=O)c1ccc(CN2CCOCC2)o1 (stereo not drawn) returned TDP1 block 0%, DT40 TDP1 no CPT -13% and DT40 TDP1 CPT 7%.
CCN(CC)S(=O)(=O)c1cccc(S(=O)(=O)c2cccc(S(=O)(=O)N(CC)CC)c2)c1 was read as TDP1 block 2%, DT40 TDP1 no CPT 18µM* and DT40 TDP1 CPT 21µM*.
`CCCCC(=O)Nc1ncc([N+](=O)[O-])s1` gave TDP1 block 3%, DT40 TDP1 no CPT -16% and DT40 TDP1 CPT 2%.
Screening COc1ccc(CC(=O)N2CCC(Nc3nc4ccccc4n3Cc3ccc(F)cc3)CC2)cc1 returned TDP1 block 1%, DT40 TDP1 no CPT inconclusive and DT40 TDP1 CPT inconclusive.
Screening Cc1ccc(S(=O)(=O)N2CCCC2CNC(=O)C(=O)NCc2ccc3c(c2)OCO3)cc1 (stereo not drawn) returned DT40 TDP1 no CPT inconclusive and DT40 TDP1 CPT inconclusive.
`CC(=O)N1c2ccc(S(=O)(=O)N3CCC(C(=O)NCc4ccc(Cl)cc4)CC3)cc2CC1C` (stereo not drawn) gave TDP1 block 1%, DT40 TDP1 no CPT inconclusive and DT40 TDP1 CPT 18µM*.
CCC(CC)C(=O)N1N=C(c2ccc(NS(C)(=O)=O)cc2)CC1c1ccc(C)cc1 (stereo not drawn) was read as DT40 TDP1 no CPT inconclusive and DT40 TDP1 CPT inconclusive.
Screening COc1ccc(OC)c(S(=O)(=O)N2CCN(C(=O)NC3CCCCC3)CC2)c1 returned TDP1 block 1%, DT40 TDP1 no CPT 3% and DT40 TDP1 CPT -10%.
Screening Cc1ccc(C(=O)Nc2nnc(S(=O)(=O)N3CCc4ccccc43)s2)cc1 returned TDP1 block -3%, DT40 TDP1 no CPT -25% and DT40 TDP1 CPT -24%.
Screening CCCOc1ccc(C(=O)NC(=S)N2CCN(c3ncc4c(=O)c(C(=O)O)cn(CC)c4n3)CC2)cc1 returned DT40 TDP1 no CPT inconclusive and DT40 TDP1 CPT 23µM*.
For CCS(=O)(=O)NCc1c(C)ncc2c1CCN(C(=O)c1csc(-c3cccs3)n1)C2 the results were DT40 TDP1 no CPT inconclusive and DT40 TDP1 CPT inconclusive.
For CCOC(=O)C(C)Sc1nc2c(cnn2-c2ccc(C)cc2)c(=O)[nH]1 (stereo not drawn) the results were TDP1 block -5%[56.1 µM], DT40 TDP1 no CPT inconclusive and DT40 TDP1 CPT inconclusive.
